Assay outcomes from PubChem BioAssay.
MEP2 TOR yeast: modulators of MEP2-GFP levels in yeast, primary screen, S. cerevisiae, multiplex flow cytometry, MLPCN library; S. cerevisiae MEP2-GFP strain, 3 h; 100% = DMSO control level; 0.51% of 330,000 active; GFP response vs DMSO, % at 10 µM; AID 2016, 2009;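 active means GFP response versus DMSO above a set limit, roughly screen mean plus 3 SD, cut at about 180% in these data; inconclusive means fewer than 70 cells counted for a yeast strain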;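 further: median GFP fluorescence of the barcode-gated MEP2-GFP cells per well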
procasp3 activ: activators of human procaspase-3 D3A mutant, primary screen, biochemical, absorbance, PC-3 D3A mutant, single concentration; Caspase-3 (Homo sapiens), P42574; 0.11% of 330,000 active; activation, % at 8.5 µM; AID 463141, 2010; recombinant procaspase-3 D3A, Ac-DEVD-pNA absorbance 405 nm;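 active means activation above the mean of all tested compounds plus 3 SD, cut at about 21% in these data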;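 further: 0% = DMSO alone and 100% = DMSO wells spiked with extra 5 µM PC-3 D3A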
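Test system: Procaspase-3 D3A mutant; medium: Zinc-free HEPES/NaCl buffer with 0.01% Triton X-100 at pH 7.4; reagent: DEVD-pNA substrate; doses: one concentration, 8.5 µM nominal, 0.8% DMSO; times: 1 h preincubation plus 2 h reaction at 25 °C; signal: Epi-absorbance at 405 nm of released p-nitroaniline, 0 and 120 min; replicates: singlicate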
Yeast superoxide: reduction of superoxide in aged yeast, primary screen, HTS; S. cerevisiae aged cells, superoxide DHE fluorescence; active compounds read low; superoxide response (% of plate mean), % at 10 µM; 0.18% of 330,000 active; AID 2690, 2010;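 active means superoxide response under a set limit, about three screen SD below normal, cut at about 65% in these data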;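 further: yeast aged for seven days with compound at 30 °C before DHE staining; 100% = average MFI of all compound-treated wells on the plate with controls excluded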
LAP4 TOR yeast: modulators of LAP4-GFP expression in yeast, primary screen, S. cerevisiae, multiplex flow cytometry, MLPCN library; 0.34% of 320,000 active; GFP response vs DMSO, % at 10 µM; 3 h; median GFP as percent of DMSO wells; AID 2023, 2009;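 active means GFP response vs DMSO above a set limit, about the screen mean plus 3 SD, cut at about 150% in these data; inconclusive means under 70 cell events counted for the yeast strain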
RPL19A TOR yeast: RPL19A-GFP expression modulators in yeast, primary screen, cell-based, S. cerevisiae, multiplex flow cytometry, MLPCN; S. cerevisiae RPL19A-GFP strain, 3 h; active compounds read low; percent response vs DMSO, % at 10 µM; 0.3% of 330,000 active; AID 2025, 2009;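 active means percent response vs DMSO below 50%; inconclusive means fewer than 70 events counted for the yeast strain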;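 further: median channel GFP fluorescence of the barcoded RPL19A-GFP strain; ratio of sample median GFP to plate DMSO average so 100% = DMSO; lower means less RPL19A-GFP as with rapamycin TOR inhibition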
AHR activator: AHR activators, primary screen, cell-based, luminescence, luciferase reporter, human | 2.5% of 320,000 active | AID 2796, 2010 | activation, % at 5 µM | Aryl hydrocarbon receptor (Homo sapiens), P35869 | AHR-responsive luciferase reporter cells; in the data active means activation above about 47%;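 further: 0% = vehicle wells and 100% = reference agonist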
Target sequence (P35869 whole entry, looked up): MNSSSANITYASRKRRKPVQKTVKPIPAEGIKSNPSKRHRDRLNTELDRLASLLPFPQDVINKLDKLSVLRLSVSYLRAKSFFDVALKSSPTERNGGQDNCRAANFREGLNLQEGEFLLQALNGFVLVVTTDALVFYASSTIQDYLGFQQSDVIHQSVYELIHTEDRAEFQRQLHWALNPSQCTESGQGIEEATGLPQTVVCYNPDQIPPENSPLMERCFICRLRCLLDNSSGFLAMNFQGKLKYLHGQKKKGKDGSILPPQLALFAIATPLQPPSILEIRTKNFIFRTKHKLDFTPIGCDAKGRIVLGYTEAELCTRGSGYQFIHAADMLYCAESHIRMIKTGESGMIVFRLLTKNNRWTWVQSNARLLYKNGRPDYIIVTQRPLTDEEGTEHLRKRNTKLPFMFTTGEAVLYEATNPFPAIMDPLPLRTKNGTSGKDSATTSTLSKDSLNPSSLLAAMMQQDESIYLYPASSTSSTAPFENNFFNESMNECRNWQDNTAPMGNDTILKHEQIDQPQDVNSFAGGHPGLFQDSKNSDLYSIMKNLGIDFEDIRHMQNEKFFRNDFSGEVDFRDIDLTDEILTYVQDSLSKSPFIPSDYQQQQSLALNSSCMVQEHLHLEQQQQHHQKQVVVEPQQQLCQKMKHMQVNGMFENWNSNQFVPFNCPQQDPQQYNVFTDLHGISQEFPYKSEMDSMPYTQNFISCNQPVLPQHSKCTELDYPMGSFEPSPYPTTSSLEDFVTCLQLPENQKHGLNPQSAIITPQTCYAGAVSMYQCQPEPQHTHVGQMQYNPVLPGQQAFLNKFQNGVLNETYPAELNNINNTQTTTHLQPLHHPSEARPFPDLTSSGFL
procasp7 counter: procaspase-7 activators, primary screen, counter-screen for procaspase-3 activator project, biochemical, absorbance, HTS, human | Caspase-7 (Homo sapiens), P55210 | AID 463210, 2010 | 0.093% of 330,000 active | activation, % at 8.5 µM | recombinant procaspase-7, Ac-DEVD-pNA absorbance 405 nm; D23A/D198A/D206A triple mutant, cannot self-cleave; scale: DMSO 0, 5 µM enzyme 100;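 active means percent activation above the screen-wide mean plus 3 SD, cut at about 25% in these data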
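Assay system: Uncleavable procaspase-7 mutant enzyme; Input: 2 µM procaspase-7 mutant as dispensed; Also added: DEVD-pNA substrate; Medium: Zinc-free HEPES pH 7.4 with 300 mM NaCl, 0.01% Triton X-100; Timing: 1 h compound preincubation, 2 h substrate cleavage, 25 °C; Measured by: Epi-absorbance of released pNA at 405 nm, two timepoints.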
JMJD2C inh: inhibitors of GASC-1 histone demethylase, primary screen, biochemical, fluorescence, DELFIA europium | Lysine-specific demethylase 4C (Homo sapiens), Q9H3R0 | inhibition, % at 2.35 µM | GST-JMJD2C(1-420) H3K9me3 demethylation | 0.069% of 330,000 active;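 active means more than half of a compound's replicate wells show inhibition beyond 50%, single wells judged on their own value; inconclusive means some, but no more than half, of replicates pass 50% inhibition; inactive means no replicate passes 50% inhibition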;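 further: signal counts dimethyl H3K9 product captured on neutravidin plate; 0% = median of DMSO wells and 100% = 0.3 times that DMSO median; strong numbers were not always called active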
Starred values were filed as active, the others as inactive; ? = inconclusive; / = not tested or not shown; & = joins results of further samples; [ ] = remark or other dose.

Structure,AHR activator,RPL19A TOR yeast,Yeast superoxide,LAP4 TOR yeast,procasp7 counter,JMJD2C inh,procasp3 activ,MEP2 TOR yeast
COc1ccc(/C=C2\SC(=O)N(CCC(=O)Nc3ccc(S(=O)(=O)Nc4nccs4)cc3)C2=O)cc1,1,102,93,112,7,6,5,115
COc1cccc(-c2cc3c(=O)n(-c4ccccc4)c(=S)[nH]c3s2)c1,0,94,99,96,-8,-1,1,107
O=C1CCCN1CCNC(=S)Nc1ccccc1,2,104,103,94,-1,0,2,107
Cc1noc(NS(=O)(=O)c2ccc(NC(=O)C(C)C)cc2)c1C,5,99,84,89,-1,-2,2,100
COc1ccccc1NC(=O)COc1ccc(CO)cc1Cl,10,98,98,101,-3,6,1,105
COC(=O)c1nnn(-c2nonc2N)c1-c1cccs1,2,91,103,106,4,-110,-2,155
COc1ccccc1/C=N/OC(=O)c1ccc(F)cc1,1,91,89,105,6,-6,7,90
Cc1ccc(S(=O)(=O)N(C)CCCC(=O)Nc2cc(C)ccc2C)cc1,-2,101,90,111,18,11,10,93
COc1ccc([C@@H]2[C@@H]3C(=O)N(C(C)(C)C)C(=O)[C@@H]3[C@]3(C)C(=O)N(c4ccc(C(F)(F)F)cc4)C(=O)N23)cc1,3,100,102,101,-5,4,14,100
Cc1cc(C(F)F)n2nc(C(=O)Nc3ccc(S(=O)(=O)N4CCCC4)cc3)nc2n1,-2,97,101,98,8,1,3,101
O=C(O)CCSc1nnc(-c2ccncc2)n1-c1ccccc1,3,101,111,99,-3,-1,-2,103
CCOc1ccc(C(=O)CCC(=O)NCC(=O)Nc2c(C)cccc2C)cc1,2,94,94,95,-2,5,11,98
CCOC(=O)C1CCCN(C(=O)c2cc3ccc(OC)cc3[nH]2)C1 (stereo unspecified),/,105,99,94,/,1,/,110
FC(F)(F)c1ccc(/C=N/NC(=S)NC2CCCCC2)cc1,24,90,109,99,4,-6,0,118
O=C(NC(Cc1c[nH]c2ccccc12)C(=O)O)/C(=C\c1ccc2c(c1)OCO2)NC(=O)c1ccccc1 (stereo unspecified),11,99,91,90,-6,-9,12,94
CN(C)S(=O)(=O)c1cccc(NC(=O)CNCC2CCCCC2)c1,0,92,102,93,1,2,4,89
COc1ccc(N=Cc2c(O)[nH]c3ccccc23)cc1OC,34,94,82,104,-13,-8,-2,104
O=C(COC(=O)c1ccccc1OCc1ccc(F)cc1)NCC1CCCO1 (stereo unspecified),2,99,127,110,6,-2,2,97
Cc1ccc(C23CC4CC(CC(C(=O)OCC(=O)NC5CCS(=O)(=O)C5)(C4)C2)C3)cc1 (stereo unspecified),5,98,89,86,-4,-8,0,91
CCCC(C(=O)Nc1ccc(S(=O)(=O)N2CCOCC2)cc1)c1ccccc1 (stereo unspecified),-2,94,95,96,4,1,11,96
O=C1CSC(c2ccc(Cl)c(Cl)c2)N1c1nccs1 (stereo unspecified),6,106,140,114,11,-2,-1,127
Cc1ccc(-n2nc(C(=O)c3ccccc3)n3c(=O)c(Cc4ccccc4)nnc23)cc1,2,104,110,102,7,-2,4,102
CCC(=O)Nc1nnc(SCC(=O)N2c3ccccc3CC2C)s1 (stereo unspecified),9,90,93,89,1,13,1,87
CCc1nc2ccccc2c(C(=O)Oc2cccc3cccnc23)c1C,5,103,97,87,0,9,7,99
O=[N+]([O-])c1ccc2c(c1)C(O)n1ncnc1S2 (stereo unspecified),1,90,100,100,-1,27,-3,91
CCN(CC)CCNC(=O)Cn1cnc2sc(C)c(S(=O)(=O)N3CCN(c4ccccc4OC)CC3)c2c1=O,-2,98,92,107,6,17,6,101
COc1ccc(NC(=O)c2cc(CN3C(=O)c4ccccc4C3=O)ccc2OC)cn1,-18,99,110,88,4,0,-3,111
CC1SC(=NC(=O)c2ccncc2)NC1=O (stereo unspecified),0,92,99,99,-12,-5,2,97
O=C(CCN1C(=O)/C(=C/c2ccc(F)cc2)SC1=S)NC1CCS(=O)(=O)C1 (stereo unspecified),-2,97,88,109,-9,0,-6,99
O=C1c2ccccc2NC(c2ccccc2O)N1NS(=O)(=O)c1ccccc1 (stereo unspecified),13,96,89,98,2,12,5,103
O=C1c2ccccc2-c2n[nH]c(=O)c3ccc(N4CCCCC4)c1c23,0,90,125,91,-6,5,3,100
Cc1ccc2c(c1)C1C[N+](C)(CC(=O)Nc3ccccc3Cl)CCC1N2C(=O)c1ccccc1Cl (stereo unspecified),14,105,102,98,8,4,1,109
Cc1cccc(OCC(=O)NCCNC(=O)c2ccccn2)c1,4,31*[may fluoresce violet],92,?,-5,-7,11,?
OCc1ccnc(Cl)c1,1,107,85,105,1,-5,-2,148
C=C(C)Cn1c(CCNC(=O)CC)nc2ccccc21,2,101,96,95,12,4,13,101
COc1ccc(NC(=O)Cn2nnc(C(=O)NCc3cccs3)c2N)cc1OC,0,100,102,99,3,25,9,103
O=C(NCc1cccnc1)c1ccccn1,-2,92,100,94,-1,-6,6,88
CN(C)c1ccc(C(=O)NC2(N3CCC3=O)CCCC2)cc1,7,97,100,71,-4,4,-1,89
O=C(CCc1ccc(S(=O)(=O)NC2CCCCC2)cc1)NCc1ccccn1,-1,96,98,94,-5,-7,-2,96
CC1(C)CC(CC(=O)Nc2ccccc2[N+](=O)[O-])C(=O)O1 (stereo unspecified),5,111,114,111,10,4,-4,112

Sorted by formula weight (ascending): four of the compounds above.
Structure,AHR activator,RPL19A TOR yeast,Yeast superoxide,LAP4 TOR yeast,procasp7 counter,JMJD2C inh,procasp3 activ,MEP2 TOR yeast
O=C1CCCN1CCNC(=S)Nc1ccccc1,2,104,103,94,-1,0,2,107
O=C1CSC(c2ccc(Cl)c(Cl)c2)N1c1nccs1 (stereo unspecified),6,106,140,114,11,-2,-1,127
O=C(CCc1ccc(S(=O)(=O)NC2CCCCC2)cc1)NCc1ccccn1,-1,96,98,94,-5,-7,-2,96
CCCC(C(=O)Nc1ccc(S(=O)(=O)N2CCOCC2)cc1)c1ccccc1 (stereo unspecified),-2,94,95,96,4,1,11,96

Continuation:
Structure,AHR activator,RPL19A TOR yeast,Yeast superoxide,LAP4 TOR yeast,procasp7 counter,JMJD2C inh,procasp3 activ,MEP2 TOR yeast
COc1ccc(S(=O)(=O)N2CCCCCC2)cc1C(=O)NCCOc1ccc(C)cc1,-1,93,98,109,13,8,-6,89
N#CCC(=O)Nc1ccc(C(=O)N2CCN(c3ccccn3)CC2)cc1,-2,107,98,105,3,11,13,119
O=C(c1ccc(Br)cc1)N1CCN(S(=O)(=O)c2ccccc2)CC1,3,95,150,104,6,5&3,1,94
CCCn1c(N)c(C(=O)CSc2nc3ccccc3c(=O)n2Cc2ccccc2)c(=O)[nH]c1=O,1,70,99,94,6,4,7,109
Cc1cc(C(F)(F)F)nn1Cc1ccc(C(=O)NCc2ccco2)o1,2,95,111,96,-3,0,0,99
O=C(NCc1cccnc1)c1cccc(NS(=O)(=O)c2ccc(Br)cc2)c1,1,103,108,107,-4,1,12,111
CCOc1ccc(C(C)NC(=O)Nc2ccc(F)cc2F)cc1 (stereo unspecified),0,129,130,88,1,-10,12,118
Cc1cc(NC(=O)C(C)SCC(=O)Nc2ccccc2C(C)(C)C)no1 (stereo unspecified),1,102,109,106,6,5,5,102
CCC1CCc2sc(C(=O)NCC(c3ccc(OC)cc3)N3CCOCC3)cc2C1 (stereo unspecified),6,101,97,109,8,11,-3,99
O=C(NCc1ccccc1Cl)c1nnc(CS(=O)(=O)c2ccccc2)o1,0,99,109,116,-3,1,-1,101
Fc1ccc(/C=N/n2cnn(Cc3ccccc3Cl)c2=S)cc1,-1,94,103,87,-14,7,-12,97
COc1ccc(Cl)cc1N1C(=O)C2CCCN2C1c1sccc1C (stereo unspecified),8,98,95,93,-3,5,-4,98
COc1ccc(S(=O)(=O)N(C)C[C@H]2Oc3ccc(NC(=O)Cn4cnnn4)cc3C(=O)N([C@H](C)CO)C[C@@H]2C)cc1,0,96,105,98,-2,49,9,101
Cn1cccc1CC(=O)N/N=C/C=C/c1ccco1,10,/,110,/,-10,5,2,/
COc1ccc(CNC(=O)c2ccc(CS(=O)(=O)c3ccc(Br)cc3)o2)cc1,-2,100,91,105,9,-27,0,101
N=C1C(c2nc3ccccc3s2)=C(O)CN1NC(=O)c1c[nH]c2ccccc12,11,103,93,94,-10,3,5,106
CC(C)(C)c1cc(CSC(=S)NC2CCS(=O)(=O)C2)c(Br)c(C(C)(C)C)c1 (stereo unspecified),0,103,91,113,1,9,-11,107
Cn1c2ccccc2c2nnc(N/N=C/c3ccc(O)cc3)nc21,4,102,102,101,6,-15,-1,103
COc1ccc(Cl)cc1NC(=O)COC(=O)CNC(=O)c1ccc([N+](=O)[O-])c(C)c1,-1,103,102,92,1,18,4,96
O=c1c(S(=O)(=O)c2ccc(Cl)cc2)cn(Cc2ccccc2)c2ccc(F)cc12,-2,103,98,100,7,-11,1,93
Nc1nc(SCC(=O)N2CCc3ccccc3C2)[nH]c(=O)c1-c1ccccc1,-1,93,113,100,5,3,3,95

Molecules listed so far that contain a thiophene ring, fused or not:
Structure,AHR activator,RPL19A TOR yeast,Yeast superoxide,LAP4 TOR yeast,procasp7 counter,JMJD2C inh,procasp3 activ,MEP2 TOR yeast
COc1cccc(-c2cc3c(=O)n(-c4ccccc4)c(=S)[nH]c3s2)c1,0,94,99,96,-8,-1,1,107
COC(=O)c1nnn(-c2nonc2N)c1-c1cccs1,2,91,103,106,4,-110,-2,155
CCN(CC)CCNC(=O)Cn1cnc2sc(C)c(S(=O)(=O)N3CCN(c4ccccc4OC)CC3)c2c1=O,-2,98,92,107,6,17,6,101
COc1ccc(NC(=O)Cn2nnc(C(=O)NCc3cccs3)c2N)cc1OC,0,100,102,99,3,25,9,103
CCC1CCc2sc(C(=O)NCC(c3ccc(OC)cc3)N3CCOCC3)cc2C1 (stereo unspecified),6,101,97,109,8,11,-3,99
COc1ccc(Cl)cc1N1C(=O)C2CCCN2C1c1sccc1C (stereo unspecified),8,98,95,93,-3,5,-4,98
